Bioassay records (PubChem)
GLS inh – blocks human kidney-isoform glutaminase activity; GLS enzymatic activity, qHTS titration; Potency, µM (highest dose often 45.5 µM), without a hit: at the highest dose activity change, negative = inhibition, hits mostly inhibitors; O94925; hit rate 0.21% among 410,000; further: potency means the concentration at half of the fitted maximal effect; on the % scale 0 is the no-effect control and ±100 the full control effect
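Read-out is an Amplex red fluorescence increase coupled through glutamate oxidase and HRP, measured before and after 30 min room-temperature incubation. hKGA is in 45 mM KH2PO4 (pH 8.2) with 0.02% Tween-20; glutamine added as 1mM solution.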
PI4K2A inh – inhibitors of human PI4K2A; Q9BTU6; purified PI4K2A, ADP-Glo luminescence, 1 h; stronger effect = lower value; activity change, negative = inhibition, % at 76.9 µM; hit rate 0.13% among 420,000; in the data active means activity change below about -50%; inconclusive means mostly about -30% to -49%;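 further: -100% = wells without enzyme as full effect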
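PI4K2A activity was measured by ADP-Glo luminescence: enzyme (4 ug/mL stock) and phosphatidylinositol (1.2 mM stock) in Tris pH 7.5/MgCl2/EGTA/Triton X-100 buffer were reacted with ATP (300 microM stock) for one hour at ambient temperature.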
HP1b chromo inh – HP1-beta chromodomain-methylated histone interaction inhibition; AlphaScreen HP1-beta / biotin-H3K9me3 peptide binding; hit rate 0.56% among 390,000; Potency, µM (top dose mostly 114 µM), for the others: at the highest dose activity change, negative = inhibition, usual class: inhibitors; P83916; AID 540317; further: potency means the concentration at half of the fitted maximal effect; nearly all actives have a fitted effect of over 70% in size; inactives centre near 23
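Compound inhibition of the preformed complex between 50 nM HP1-beta and 50 nM biotinylated H3K9me3 peptide was read by AlphaScreen. Buffer was PBS pH 7.4 with 0.01% Tween-20. Incubations ran 30 min at room temperature, with 10 ug/mL donor/acceptor beads.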
BAZ2B inh – inhibitors of human BAZ2B bromodomain | Q9UIF8 | AlphaScreen BAZ2B-H3K14Ac peptide displacement | Potency, µM (doses to about 114 µM), for the others: at the highest dose activity change, negative = inhibition, hits mostly inhibitors | hit rate 4.4% among 360,000 | AID 504333; further: potency means the concentration at half of the fitted maximal effect; on the % scale 0 is the no-effect control and ±100 the full control effect; nearly all actives have a fitted effect of over 60% in size
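Multi-concentration screen (max 110 uM) measuring displacement of acetylated histone H3 peptide from BAZ2B by AlphaScreen, using 50 nM protein, 50 nM peptide and 10 ug/mL streptavidin donor plus Ni-chelate acceptor beads.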
G9a block – inhibitors of human histone lysine methyltransferase G9a. Q96KQ7. G9a H3K9 monomethylation, AlphaScreen, 2 h. Potency, µM (titrated, usually from 102 µM), for the others: top-dose activity, negative = inhibition, most hits filed as inhibitors. hit rate 8.8% among 350,000. AID 504332; further: potency means the concentration at half of the fitted maximal effect; on the % scale 0 is the no-effect control and ±100 the full control effect; nearly all actives have a fitted effect of over 75% in size
Target sequence (Q96KQ7 913-1193 limits assumed): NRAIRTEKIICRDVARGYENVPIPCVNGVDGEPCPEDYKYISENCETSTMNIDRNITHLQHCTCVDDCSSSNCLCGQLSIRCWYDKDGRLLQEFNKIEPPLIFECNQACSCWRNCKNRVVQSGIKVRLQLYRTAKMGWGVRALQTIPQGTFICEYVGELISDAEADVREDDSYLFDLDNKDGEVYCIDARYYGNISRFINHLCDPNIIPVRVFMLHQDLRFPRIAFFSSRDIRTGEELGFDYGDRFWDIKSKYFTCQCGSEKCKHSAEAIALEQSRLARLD
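Step 1: enzyme (final 20 nM) with compound, 15 min RT. Step 2: substrate peptide 500 nM and SAM 20 uM, 2 h RT. Step 3: anti-H3K9me1 antibody and AlphaScreen beads, 10 min, then plate read.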
Pol eta inh – blocks human DNA polymerase eta activity; recombinant Pol eta, fluorescent DNA replication assay; Potency, µM (doses to about 114 µM), for inactives: at the highest dose activity change, negative = inhibition, usual class: inhibitors; hit rate 1.2% among 390,000; further: potency means the concentration at half of the fitted maximal effect; on the % scale 0 is the no-effect control and ±100 the full control effect
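Pol eta (10 nM) was preincubated with compounds for 15 min at room temperature, after which fluorescent replication substrate (50 nM final) was added to start the reaction. Fluorescence was read kinetically at 0 and 10 min.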
PGK inhibitor – T. brucei PGK inhibition. P07378. PGK/GAPDH coupled, Kinase-Glo luminescence, 60 min. Potency, µM (highest dose often 57.5 µM), for inactives: at the highest dose activity change, negative = inhibition, hits mostly inhibitors. hit rate 0.043% among 380,000. AID 602233; further: potency means the concentration at half of the fitted maximal effect; on the % scale 0 is the no-effect control and ±100 the full control effect; nearly all actives have a fitted effect of over 60% in size
Target sequence (P07378 whole entry, looked up): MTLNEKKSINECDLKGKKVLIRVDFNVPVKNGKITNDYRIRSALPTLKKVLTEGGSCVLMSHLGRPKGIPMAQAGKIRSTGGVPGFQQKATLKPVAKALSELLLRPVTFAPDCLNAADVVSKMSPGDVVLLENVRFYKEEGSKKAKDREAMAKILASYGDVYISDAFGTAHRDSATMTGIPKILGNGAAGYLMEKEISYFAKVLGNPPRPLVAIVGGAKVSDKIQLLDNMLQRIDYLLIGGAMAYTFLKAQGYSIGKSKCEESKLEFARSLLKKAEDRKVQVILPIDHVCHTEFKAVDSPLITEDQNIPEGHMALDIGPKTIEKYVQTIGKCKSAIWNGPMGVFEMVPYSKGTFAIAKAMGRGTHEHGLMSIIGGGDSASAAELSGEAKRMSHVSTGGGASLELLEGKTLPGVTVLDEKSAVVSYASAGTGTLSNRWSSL
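Luminescent ATP detection (Kinase-Glo Plus) follows a 60-minute room-temperature incubation, with wells lacking PGK as controls. Buffer: 100 mM TEA (pH 7.6), 5 mM MgCl2, 0.01% Tween-20. Coupling enzyme GAPDH (100 nM final) supplies unstable 1,3-BPG in-well.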
Pin1 inh – blocks the human prolyl isomerase Pin1; Pin1 FP peptide displacement, HiFluor488, 10 min; Potency, µM (top dose mostly 115 µM), without a hit: top-dose activity, negative = inhibition, most hits filed as inhibitors; Q13526; AID 504891; hit rate 0.009% among 390,000; active means well fitted inhibition curve with a large enough effect in the polarisation, with a control signal flat, not every such curve was filed as active; inconclusive means small, poorly fitted or top-dose-only effect, or effect the other way, or a change in a side signal; inactive means no such curve, though single readings can be large or run the other way; the % refers to the polarisation; further: potency means the concentration at half of the fitted maximal effect; on the % scale 0 is the no-effect control and ±100 the full control effect
Target sequence (Q13526 whole entry, looked up): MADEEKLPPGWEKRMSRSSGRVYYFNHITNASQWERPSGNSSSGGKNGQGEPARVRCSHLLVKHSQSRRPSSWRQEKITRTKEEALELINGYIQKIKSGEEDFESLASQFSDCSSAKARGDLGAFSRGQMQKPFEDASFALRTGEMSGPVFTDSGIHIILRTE
JMJD2A Tudor inh – JMJD2A Tudor domain (human) inhibition; AlphaScreen JMJD2A-Tudor / H3K4me3 peptide binding; Potency, µM (doses to about 114 µM), for the others: top-dose activity change, negative = inhibition, usual class: inhibitors; hit rate 4.4% among 390,000; AID 504339; further: potency means the concentration at half of the fitted maximal effect; on the % scale 0 is the no-effect control and ±100 the full control effect; nearly all actives have a fitted effect of over 50% in size
* hit, by the source's call; i = inactive; ? = inconclusive; · = not tested or not shown; [ ] = remark or other dose. Unless noted, the call rests on the fitted dose curve; in most records, active means well fitted curve in the direction sought with a large enough effect; inconclusive means small, poorly fitted or top-dose-only effect, or another doubt; inactive means no such curve, though single readings can be large; an effect the other way counts as inactive or inconclusive. Some of the compounds tested. The share of hits here may be higher or lower than overall.

GLS inh	PI4K2A inh	HP1b chromo inh	BAZ2B inh	G9a block	Pol eta inh	PGK inhibitor	Pin1 inh	JMJD2A Tudor inh	smiles
?	-1	56%[activator]	24%	10%[12.7 µM]	2%	·	39%[activator]	15%	CCOC(=O)C1CCCN(C(=O)c2cc3nc(-c4cccc(OC)c4)cc(C(F)(F)F)n3n2)C1 (stereo not drawn)
-3%	3	16%	-35%	?	-12%	-1%	-1%	4%	Cc1nn(-c2ccccc2)nc1-c1nnc(-c2ccc(C(F)(F)F)cc2)o1
?	5	33%	-18%	12%	-18%	-8%	-1%	-14%	Cc1cc(C)c(NC(=O)CN2C(=O)CC(C)S(=O)(=O)c3ccccc32)c(C)c1 (stereo not drawn)
-1%	-1	13%	-3%	?	-3%	-6%	12%	-12%	O=C(Nc1ccccc1O)c1ccc2c(c1)C(=O)N(c1ccccc1)C2=O
0%	-3	61%[activator]	-1%	-23%	-5%	-1%	4%	-4%	CC(=O)N(Cc1cccnc1)Cc1cc2ccccc2[nH]c1=O
-16%	4	23%	-8%	-27%	-10%	i	·	-8%	NS(=O)(=O)c1ccc(NC=C2C(=O)OC3(CCCCC3)OC2=O)cc1
6%	-5	21%	-9%	19%[12.7 µM]	4%	i	-7%	-21%	O=C(O)c1ccc(COc2c(F)c(F)cc(F)c2F)cc1
6%	-14	42%[activator]	3%	?	-29%	-4%	-9%	-6%	CCOC(=O)C(CSCc1ccccc1)NC(=O)OC(C)(C)C (stereo not drawn)
2%	-10	48%[activator]	4%	-4%[12.7 µM]	-23%	-4%	-1%	1%	Cc1ccccc1OCC(=O)Nc1ccc(C(=O)OCc2cc(=O)n3c(C)csc3n2)cc1
?	1	0%	-37%	-2%[59 µM]	?	-8%	?	-17%	Cc1c(OCC(=O)NC(Cc2c[nH]c3ccc(O)cc23)C(=O)O)ccc2c3c(c(=O)oc12)CCC3 (stereo not drawn)
-11%	-16	3%[57 µM]	·	·	-4%	i	-2%	-6%	O=C1C=C(NS(=O)(=O)c2ccccc2)C(=O)c2ccccc21
-3%	5	65%[activator]	14%	·	3%	-9%	-6%	24%	C=CCN(c1nc(C)c(Br)c(OC)n1)S(=O)(=O)c1ccc(C)cc1
19%	-1	43%[activator]	2%	?	-6%	0%	0%	-1%	COc1ccc(N2C(=O)CC(Sc3ncccc3C(=O)O)C2=O)cc1 (stereo not drawn)
-1%	-9	19%	?	45µM*	-13%	i	-12%	-11%	CCN1CCN(C(=O)c2ccc(CNS(=O)(=O)c3cccc(OC)c3)cc2)CC1
-4%	0	48%	5%	3%[59 µM]	-18%	-3%	0%	4%	O=C(c1cccn2c(=O)c3ccccc3nc12)N1CCN(Cc2ccc3c(c2)OCO3)CC1
-9%	7	36%[activator]	6%	22%[59 µM]	-9%	5%	0%	-13%	COCCNc1cc(C)nc2c3c(C)cc(C)nc3nn12
-3%	-1	81%[activator]	6%	?	-6%	-9%	5%	0%	C=C1C(=O)O[C@H]2C[C@]3(C)C([C@@H](OC(=O)/C(C)=C/C)[C@H]12)[C@](C)(O)CC[C@H]3O (stereo partly drawn)
-3%	-3	45%[activator]	11%	18%[0.501 µM]	-7%	i	-5%	-4%	O=[N+]([O-])c1cccc(/C=N/Nc2ncc(Br)cn2)c1
-2%	-15	85%[activator]	0%	10%[59 µM]	-6%	-1%	30%	-27%	Cc1cc(C)c(NC(=O)CN2c3ccccc3S(=O)(=O)c3ccccc32)c(C)c1
2%	-6	-11%	-1%	?	-9%	-8%	9%	-29%	CCn1c(SCC(=O)c2ccc(Cl)cc2)nnc1C(C)C
15%	-3	25%	-6%	?	-18%	-2%	2%	-7%	CC(=O)Nc1ccc(-c2csc(NNC(=O)c3ccc(C)cc3)n2)cc1
-3%	0	37%	·	·	-23%	-4%	8%	5%	CSc1ncccc1C(=O)OCC(=O)NCCc1ccccc1
-5%	-1	11%	-4%	45µM*	-11%	i	-12%	-21%	CCOC(=O)C1(CCc2ccccc2)CCN(C(=O)[C@@H]2C[C@@H](C)NC(=S)N2)CC1
2%	-1	35%[activator]	11%	-8%[59 µM]	-8%	i	-6%	-7%	O=C1c2ccccc2C(=O)N1CCCCON1C(=O)c2ccccc2C1=O
3%	1	28%	-1%	7%[12.7 µM]	-5%	0%	-6%	?	COc1ccc(OCCSc2nc3ccccc3n2CC(=O)O)cc1
2%	2	?	?	?	-12%	i	-1%	?	COc1ccccc1/C=C1\SC(=S)N(CCC(=O)N2CCN(C)CC2)C1=O
11%	5	13%	2%	-23%[59 µM]	4%	-3%	-3%	-11%	CC1=C(c2ccccc2)[N+](=O)C2(CCCC2)N1[O-]
5%	1	18%	?	?	-15%	0%	5%	-26%	CCOc1cc(/C=N\Nc2nc(Nc3ccccc3)nc(N3CCOCC3)n2)ccc1OC(=O)c1ccco1
4%	-1	36%	1%	11%[59 µM]	0%	2%	1%	9%	COCCCNc1nc2c(-c3ccccc3)nnn2c2ccccc12
17%	3	11%	2%	7%	-4%	-2%	2%	-14%	CC1=C(C)CC(C(=O)NCCc2ccccc2)C(C(=O)O)C1 (stereo not drawn)

2 compounds picked at random from the list so far, as already listed:
GLS inh	PI4K2A inh	HP1b chromo inh	BAZ2B inh	G9a block	Pol eta inh	PGK inhibitor	Pin1 inh	JMJD2A Tudor inh	smiles
15%	-3	25%	-6%	?	-18%	-2%	2%	-7%	CC(=O)Nc1ccc(-c2csc(NNC(=O)c3ccc(C)cc3)n2)cc1
17%	3	11%	2%	7%	-4%	-2%	2%	-14%	CC1=C(C)CC(C(=O)NCCc2ccccc2)C(C(=O)O)C1 (stereo not drawn)

Going on with the list.
GLS inh	PI4K2A inh	HP1b chromo inh	BAZ2B inh	G9a block	Pol eta inh	PGK inhibitor	Pin1 inh	JMJD2A Tudor inh	smiles
38%[activator]	2	40%[activator]	5%	·	8%	-2%	1%	-13%	Cc1cccc(NC(=S)NNC(=O)CC(C)O)c1C (stereo not drawn)
-2%	-3	35%	·	·	-11%	-3%	-1%	1%	CCCN(CC(=O)Nc1cc(Cl)ccc1Cl)C(=O)c1ccccn1
9%	-2	64%[activator]	19%	13%	-12%	11%	8%	30%	Cc1ccc(C(=O)OCC(=O)N2CCCc3ccccc32)cc1C
3%	2	26%	0%	9%	-18%	-5%	-5%	?	O=C1N(CN2CCOCC2)c2ccccc2C12OCC(CCl)O2 (stereo not drawn)
-9%	-3	35%	-19%	-30%	-12%	i	-3%	-5%	O=C(O)CCNS(=O)(=O)c1ccccc1Br
-1%	-3	45%[activator]	-2%	-13%	-19%	-3%	-1%	-21%	O=C(NC1CCCCC1)C1CCCN(S(=O)(=O)c2cnc[nH]2)C1 (stereo not drawn)
0%	3	15%	-16%	?	-21%	2%	2%	-15%	CCOC(=O)N1CCC(NC(=S)Nc2ccc3nc(N4CCN(C)CC4)cc(C)c3c2)CC1
7%	2	8%	-2%	1%	-4%	1%	3%	-17%	CCN(CC(=O)NC1CCS(=O)(=O)C1)c1ccc(S(C)(=O)=O)cc1[N+](=O)[O-] (stereo not drawn)
0%	4	46%[activator]	-5%	-4%[12.7 µM]	2%	5%	-1%	-16%[57.1 µM]	O=[N+]([O-])c1ccc(CSc2nnc(-c3cnccn3)o2)cc1
3%	0	32%	-6%	-4%[12.7 µM]	-11%	-2%	7%	-4%	Cc1ccc(-c2nc(COC(=O)C3=NN(c4ccccc4)C(=O)CC3)cs2)cc1
4%	-20	15%	-8%	-1%	1%	i	0%	-9%	COC(=O)c1sccc1NC(=O)c1cnc2cc(C)nn2c1C
-2%	-23	36%[activator]	-21%	5%	4%	7%	9%	-13%	Cc1ccc(C(=O)Nc2ccc(C(=O)N/N=C/c3ccc(C)o3)cc2)cc1
24%	-2	9%	-5%	71µM*	2%	5%	-3%	-22%	O=C(COc1coc(CN2CCc3ccccc32)cc1=O)N1CCCCC1
5%	-2	1%	-2%	-5%	10%	i	13%	-17%	CCc1ccccc1NC(=O)Cn1cccc1C1=NC(c2ccccc2)CO1 (stereo not drawn)
26%	3	-2%	?	-9%	-25%	0%	-1%	-26%	O=C(CSc1nc2nn(-c3ccccc3)c(=O)c-2c2n1CCCCC2)NCCc1ccccc1
25%	3	17%	?	12%[59 µM]	-2%	1%	-3%	-18%	CCCCOC(=O)C1=C(C)Nc2ncnn2C1c1ccc(OCC)c(OC)c1 (stereo not drawn)
-7%	-1	40%[activator]	0%	4%	-8%	i	2%	-8%	Cc1nc2cccnc2nc1C
-5%	-5	28%	9%	-46%[12.7 µM]	?	i	-5%	-3%	O=C1CC(c2cccc(Cl)c2)Cc2nc(N3CCOCC3)ncc21 (stereo not drawn)
-8%	-6	15%	5%	?	-19%	0%	-15%	6%	CN1CCN(C(=O)/C(=C\c2cccs2)NC(=O)c2ccccc2)CC1
-3%	-1	50%[activator]	-5%	17%	-10%	-4%	3%	-9%	CCn1c(C(=O)NC2CCC(C)CC2)cc2sccc21 (stereo not drawn)
-13%	3	9%	-18%	-14%[12.7 µM]	-18%	-9%	-1%	-33%	CN(CC(=O)Nc1ccc(OC(F)(F)F)cc1)C(=O)/C=C/c1cc2c(cc1[N+](=O)[O-])OCO2
